Screening data: PubChem BioAssay, several laboratories
Scp1 inh: Scp-1 (human) phosphatase inhibition. Q9GZU7. Recombinant Scp1, phosphopeptide, malachite green phosphate absorbance. inhibition, % at 20 µM. 0.88% of 340,000 active. AID 493091;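 active = inhibition above about 50% at 20 µM, limit read from the data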;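 also: plate controls were DMSO wells with enzyme for no effect and wells lacking enzyme for full effect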
Target sequence (Q9GZU7 76-261 limits assumed): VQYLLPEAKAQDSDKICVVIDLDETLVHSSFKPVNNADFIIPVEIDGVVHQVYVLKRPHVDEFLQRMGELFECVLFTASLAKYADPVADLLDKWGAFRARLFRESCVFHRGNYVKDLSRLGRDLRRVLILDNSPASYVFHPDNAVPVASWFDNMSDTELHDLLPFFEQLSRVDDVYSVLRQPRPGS
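Test system: SCP-1 catalytic domain; Buffer or medium: Acidic Tris acetate buffer with magnesium and detergent; Also added: Phosphorylated 17-residue peptide substrate; Compound: single 20 µM dose, 1% DMSO; Schedule: enzyme reaction 45 min at room temperature, colour 5 min, stabilisation 30 min; Signal: Phosphate-binding colour reagent, absorbance read at 630 nm.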
DNMT1 block: inhibitors of human DNMT1 | DNMT1 molecular beacon, Hinp1I cleavage, fluorescence | inhibition (reported as % activation of signal), % at 10 µM | 0.83% of 360,000 active; in the data active = inhibition above about 50%
LMPTP block: LMPTP (human) inhibition | AID 651560 | P24666 | recombinant LMPTP-A, OMFP fluorogenic substrate, fluorescence intensity | inhibition, % at 20 µM | 0.22% of 360,000 active;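 active = compounds that cut the enzyme signal by at least half of the control window in the single-dose screen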;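 also: plate controls were DMSO wells with enzyme plus substrate for no effect and substrate without enzyme for full effect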
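Test system: LMPTP-A, protein tyrosine phosphatase of low molecular weight; Input: 0.625 nM enzyme; Incubation: 50 min dark incubation at room temperature; Signal: endpoint fluorescence intensity from OMFP dephosphorylation; Read-out basis: % inhibition versus control wells.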
eLon inh: inhibitors of E. coli Lon protease; P0A9M0; inhibition, % at 7.94 µM; purified E. coli Lon protease, fluorescence polarization; 0.42% of 360,000 active; in the data active = inhibition above about 13%, passing the limit was not always enough;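 also: 0% = enzyme with probe and DMSO and 100% = no enzyme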
Target sequence (P0A9M0 whole entry, looked up): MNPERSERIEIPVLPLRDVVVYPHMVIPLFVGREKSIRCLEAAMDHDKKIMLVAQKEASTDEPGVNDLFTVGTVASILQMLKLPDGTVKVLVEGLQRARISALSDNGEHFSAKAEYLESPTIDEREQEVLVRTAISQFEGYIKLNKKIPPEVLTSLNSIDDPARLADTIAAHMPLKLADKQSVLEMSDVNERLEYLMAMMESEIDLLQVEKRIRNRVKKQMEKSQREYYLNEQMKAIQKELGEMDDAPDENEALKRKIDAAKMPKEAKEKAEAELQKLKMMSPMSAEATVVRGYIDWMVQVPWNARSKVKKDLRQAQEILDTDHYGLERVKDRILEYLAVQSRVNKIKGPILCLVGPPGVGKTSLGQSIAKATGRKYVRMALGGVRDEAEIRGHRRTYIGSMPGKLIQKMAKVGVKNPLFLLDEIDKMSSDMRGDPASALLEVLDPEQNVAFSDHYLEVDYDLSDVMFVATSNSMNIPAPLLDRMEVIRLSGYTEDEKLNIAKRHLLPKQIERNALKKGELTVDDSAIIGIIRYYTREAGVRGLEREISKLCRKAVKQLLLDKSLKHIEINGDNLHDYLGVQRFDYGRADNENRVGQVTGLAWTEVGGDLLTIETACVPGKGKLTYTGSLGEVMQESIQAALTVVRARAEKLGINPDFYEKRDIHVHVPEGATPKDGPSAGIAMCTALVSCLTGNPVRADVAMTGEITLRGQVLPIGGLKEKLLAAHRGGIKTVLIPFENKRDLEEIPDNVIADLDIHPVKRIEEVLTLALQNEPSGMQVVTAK
CendR NRP1 mod: NRP-1/CendR interaction modulation | O14786 | FAM-RPARPAR peptide binding to NRP-1, fluorescence polarization | inhibition, % at 25 µM | 0.85% of 360,000 active;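 active = inhibition or corrected inhibition above about 18%, plus a signal ratio from 0.5 to 1.5, limit read from the data, passing the limit was not always enough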; also: strong numbers were not always called active
MsrA inh: inhibitors of bovine MsrA; purified bovine MsrA, absorbance read-out; inhibition, % at 15.5 µM; 0.75% of 360,000 active; in the data active = inhibition above about 4.5%;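 also: 0% = vehicle wells with enzyme and 100% = reference inhibitor wells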
SUMO1 PPI mod: modulators of human SUMO1-mediated protein-protein interactions; P63165; SUMO1 binding to a labelled peptide, TR-FRET, 1 h; inhibition, % at 20 µM; 0.33% of 360,000 active; AID 602429; in the data active = inhibition above about 37%
TbMetRS inhib: Trypanosoma brucei MetRS inhibition; purified T. brucei MetRS, ATP depletion, Kinase-Glo luminescence; inhibition, % at 11.9 µM; 0.4% of 360,000 active;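 active = inhibition above a per-plate cutoff of the control wells' mean inhibition plus 3 SD, cut at about 5.5% in these data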;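 also: 0% = DMSO wells median and 100% = median of wells with control inhibitor compound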
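technique = Kinase-Glo luminescence, ATP depletion format | system = purified MetRS (methionyl-tRNA synthetase) enzyme from Trypanosoma brucei | timing = 15 min preincubation, 2 h reaction, all 25 °C | evaluation = percent inhibition versus plate control medians | dosing = single dose, 11.9 µM final nominal, 0.9% final DMSO | also added = substrates ATP, L-methionine and bulk Escherichia coli tRNA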
MsrA act: activators of bovine methionine sulfoxide reductase A. 0.3% of 360,000 active. AID 602163. activation, % at 10.6 µM. purified bovine MsrA, absorbance read-out; in the data active = activation above about 7.5%;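 also: 0% = vehicle and 100% = reference activator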
STEP inh: blocks human striatal-enriched tyrosine phosphatase | P54829 | AID 588621 | recombinant STEP, OMFP fluorogenic substrate, fluorescence | 0.25% of 360,000 active | inhibition, % at 20 µM;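 active = inhibition at 20 µM, scaled per plate between control wells, above about 37%, limit read from the data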;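 also: 0% = DMSO with enzyme and substrate and 100% = substrate only without enzyme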
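Measure: Control-normalized % inhibition with plate pattern correction | Test system: STEP phosphatase, cell-free reaction | Medium: pH 6.0 Bis-Tris with DTT and Tween 20 | Technique: Fluorescence, 480/540 nm | Times: Reaction 20 min, ambient temperature | Doses: Single compound dose of 20 µM, 1% DMSO final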
Numbers without * were called inactive; / = no result given.

SMILES	Scp1 inh	DNMT1 block	LMPTP block	eLon inh	CendR NRP1 mod	MsrA inh	SUMO1 PPI mod	TbMetRS inhib	MsrA act	STEP inh
CC1(c2cc(F)ccc2F)NC(=O)N(CC(=O)Nc2cccc(S(=O)(=O)N3CCCC3)c2)C1=O (stereo not drawn)	-6	-3	-0.3	-6	-11	-1.1	5	-0.3	-1	4
CCOc1ccc(OCc2ccc(C(=O)NC(C)(C)C)o2)cc1	6	49	-1.4	3	-16	0.4	0	-0.9	-8	3
Nc1ccn(CCCNCC(c2ccccc2)c2ccccc2)c(=O)n1	/	7	-0.6	-7	-2	-0.8	4	-0.5	-2	-3
O=C1CC(SCc2nc3ccccc3[nH]2)C(=O)N1c1cccc(Cl)c1 (stereo not drawn)	-9	-14	1.4	-12	-14	0.2	5	80*	-3	2
Cc1ccc(C(=O)c2cnc3cc4c(cc3c2S(=O)(=O)c2ccccc2)OCCO4)cc1	-8	-11	1.6	6	-6	2.6	-9	-0.2	2	-1
Oc1oc(-c2ccccc2)nc1C=NCc1ccccc1	-3	-6	-0.3	3	-1	4.5	-18	-0.1	-5	0
Cc1ccc(S(=O)(=O)c2cccc(S(=O)(=O)N3CCCC3)c2)cc1S(=O)(=O)N1CCCC1	-9	2	0.7	9	-5	2.2	-2	-1.1	-10	1
COc1ccc(S(=O)(=O)NC(C)C(=O)Nc2ccccc2F)cc1 (stereo not drawn)	-4	1	0.0	-5	0	-0.6	9	0.2	-1	25
Cc1ccc(S(=O)(=O)N(CC(=O)Nc2cccc([N+](=O)[O-])c2)C2CCCCC2)cc1	-5	-2	2.2	3	0	0.9	-7	-0.9	-2	0
O=C(Nc1ccc(NC(=O)c2cccs2)cc1)c1cccnc1	-8	-4	-0.2	1	1	0.6	5	-0.2	-4	-2
CCOCCn1c(SCC)nc2c1c(=O)[nH]c(=O)n2C	-4	2	-0.2	-1	-1	-2.0	4	-0.2	-4	-1
CCCN(C1CCS(=O)(=O)C1)S(=O)(=O)c1ccc2ccccc2c1 (stereo not drawn)	-7	1	0.1	-2	4	0.3	1	-0.2	-1	-2
O=C(O)CC1(CC(=O)NCc2ccncc2)CCCCC1	-10	4	-1.8	0	4	0.4	3	-0.2	-3	-2
CCC1(c2ccc(F)cc2)NC(=O)N(CC(=O)Nc2ccc(C(N)=O)cc2)C1=O (stereo not drawn)	-4	-1	-0.4	-4	6	-0.1	2	0.1	-2	-3
NC(=O)COc1ncnc2scc(-c3ccc(F)cc3)c12	4	-3	-1.5	-9	4	0.2	0	-0.3	-2	0
CC(C)(C)OC(=O)N1CCC(CC2CC(c3ccc(Cl)cc3)=NO2)(C(=O)NCC2CCCCC2)CC1 (stereo not drawn)	0	-10	3.4	4	-4	-0.6	2	-0.3	-13	2
CC(C)(C)n1ncc2c(=O)n(CC(=O)N3CCCCC3)cnc21	-7	2	-1.0	-9	1	0.9	-2	-0.6	-3	-3
FC(F)(F)c1ccc2c(c1)[nH]c(=S)n2C1CC1	-5	-1	-1.3	-11	-1	-0.4	-2	-0.3	-1	-1
CN(Cc1cccnc1)C(=O)CCCc1c[nH]c2ccccc12	-5	-3	5.0	1	0	0.5	-8	0.8	-1	-2
CCc1ccc(OC(C)C(=O)N(Cc2ccccc2)C2CCS(=O)(=O)C2)cc1 (stereo not drawn)	-4	3	-0.4	1	-2	0.8	4	-1.1	-3	1
Cc1cccc(C(=O)Oc2cc(C)[nH]c(=O)c2[N+](=O)[O-])c1	-9	-2	-1.5	9	-10	0.8	1	0.1	-4	2
CCCSc1nnc(NC(=O)c2ccco2)s1	1	0	2.4	0	-2	2.3	-4	0.3	-1	-2
CCC(C)(C)n1nnnc1C(c1cc2cc(OC)ccc2[nH]c1=O)N1CCc2ccccc21 (stereo not drawn)	-14	-14	0.0	-15	-20	0.2	-6	-1.1	-7	2
Cc1ccc(S(=O)(=O)N(C)C)cc1NC(=O)COC(=O)/C=C/c1ccc(F)cc1	-3	1	-1.3	0	1	0.8	-3	-0.5	-4	-1
COc1ccccc1N1CCN(C(=O)c2cccc(S(=O)(=O)Nc3ccccc3F)c2)CC1	1	0	0.5	2	2	0.3	2	-0.3	-2	0

Continued.
SMILES	Scp1 inh	DNMT1 block	LMPTP block	eLon inh	CendR NRP1 mod	MsrA inh	SUMO1 PPI mod	TbMetRS inhib	MsrA act	STEP inh
COC(=O)N1CCCCC1c1cc(C(=O)N2CCOCC2)no1 (stereo not drawn)	/	-1	-0.5	21	26*	-0.8	-1	0.6	-2	-2
O=C(Nc1ccon1)c1cc(-c2ccccc2)nc2ccccc12	-1	7	2.1	-3	-4	0.1	-8	-0.5	0	-1
O=C(Nc1ccc(C(=O)N2CCOCC2)cc1)C1CCCC1	-4	6	-1.1	-4	-14	-1.2	3	-0.8	-1	-2
CCOC(=O)c1c(-c2cccs2)csc1NC(=O)CN(CC)CC	-7	2	4.0	-1	-3	-0.1	-1	-0.1	-2	2
CCOC(=O)CNc1nc(C(C)(C)C)nc2c1nnn2Cc1ccccc1	-2	-1	1.6	3	8	-0.5	3	-0.9	-2	0
CN1C(=O)[C@H]2[C@@H](c3ccccc3)N[C@]3(CCCN(Cc4ccco4)C3=O)[C@H]2C1=O	/	4	-1.0	-3	4	-0.9	3	-0.6	2	0
CC(NC1=CC(=O)c2cccnc2C1=O)C(O)c1ccccc1 (stereo not drawn)	0	72*	6.9	-5	36*	-0.1	-18	0.6	0	1
Cn1nc(N)c2ncc(C(Cl)(Cl)Cl)nc21	/	0	0.1	-2	7	0.2	-26	-0.2	-1	-1
S=C(NN=Cc1ccccn1)N(Cc1ccccn1)Cc1ccccn1	-5	-10	-0.1	-12	-1	1.0	-7	-0.3	0	4
C#CCOCCOCCOCCNc1nc(N2CCN(C(=O)[C@H](CCC(=O)O)n3cc(C(N)[C@H](C)CC)nn3)CC2)nc(N2CCN(C(=O)[C@H](CCC(=O)O)n3cc(C(N)[C@H](C)CC)nn3)CC2)n1 (stereo partly drawn)	2	2	-0.9	-11	-4	-0.8	3	0.0	-1	-1
CCC(Oc1cc(Cl)ccc1Cl)C(=O)NNC(=O)CCC(=O)O (stereo not drawn)	-5	5	-1.7	6	1	-0.5	-1	-0.8	-2	-1
CS/C(N)=N/N=C/c1ccc2c(c1)OCO2	8	2	-1.4	-6	16	1.3	-2	0.0	-2	-1
COc1ccc(C(O)c2ncc(-c3ccc4ccccc4c3)[nH]2)cc1F (stereo not drawn)	/	-3	-0.8	-11	-22	1.9	-25	-0.5	-6	-1
Cc1ccc(-c2nn(C)c(=O)c3ccccc23)cc1S(=O)(=O)N1CCCC1	-7	4	1.5	7	9	0.6	1	-0.3	1	2
CCOC(=O)Cc1csc(NC(=O)CN2CCCCC2)n1	9	-1	-1.6	8	-11	-0.1	-1	-0.1	-8	-1
COc1ncccc1-c1cc2nc(NCCCN(C)C)n(C)c(=O)c2s1	/	1	-0.3	4	-5	1.5	-30	-0.4	0	4
Cc1cc(C)n2c(SCCN3C(=O)c4ccccc4C3=O)nnc2n1	-4	1	-0.9	-2	-5	0.5	-6	0.7	-1	-1
O=C(CCn1cnnn1)Nc1ccc(F)cc1	-1	-1	-0.5	1	-2	-0.1	0	-0.8	-9	-3
NC1=NC[C@H](c2ccccc2)N1CCc1cc(C(F)(F)F)cc(C(F)(F)F)c1	9	25	-3.3	10	-6	-3.4	-31	-0.5	2	-1
Cc1cc(NC(=O)CSc2nnc(NC(=O)C3CC(=O)N(c4ccccc4)C3)s2)no1 (stereo not drawn)	-14	14	-0.7	3	-2	0.5	4	-0.5	-3	2
COc1cc(OC)c2ccc(=O)oc2c1	4	2	-0.5	-10	2	1.1	-5	-1.4	-3	-2
CN(C(=O)NC1CCCCC1)c1ccccc1	-8	-1	-1.5	-1	4	0.9	-1	-0.4	-7	-1
Cc1cc(C)n(-c2nc(SCCN3CCOCC3)c3c4c(sc3n2)CCCC4)n1	3	-5	3.3	-1	-1	0.6	4	-0.6	-4	3
Cn1nc([N+](=O)[O-])nc1Oc1ccccc1F	-6	-1	-0.1	7	6	0.7	-10	-0.6	-7	-4
Cc1ccc(Cl)c2c1NC(=O)C2(O)CC(=O)c1ccccc1O (stereo not drawn)	-9	-1	0.7	-13	-2	-1.5	-10	0.1	0	2

(next part)
SMILES	Scp1 inh	DNMT1 block	LMPTP block	eLon inh	CendR NRP1 mod	MsrA inh	SUMO1 PPI mod	TbMetRS inhib	MsrA act	STEP inh
Cc1sc(NC(=O)c2oc3ccccc3c2C)c(C#N)c1C	-4	0	-1.0	4	-33	/	-48	-0.5	-1	1
Cc1ccc(C)c(NC(=S)NNc2ccc(F)cc2F)c1	3	5	-2.0	0	12	0.1	-6	-0.7	-7	-1
CCc1ccc(C(=O)NCc2ccc(Cl)cc2Cl)cc1	-5	4	2.0	-5	-3	0.8	0	0.3	-5	0
C=CCN(C(=O)c1ccc2snnc2c1)c1ccccc1	-7	2	-0.4	-10	9	2.6	2	0.1	-2	-2
COc1ccccc1-c1coc2cc(O)cc(O)c2c1=O	-12	-2	1.0	-5	3	1.3	-3	-0.8	0	2
NS(=O)(=O)c1ccc(CCNC(=O)Cc2ccccc2[N+](=O)[O-])cc1	-2	-9	0.2	2	-3	-2.0	-4	0.2	-3	0
COCCn1c(SCC(N)=O)nnc1-c1c[nH]c2ccccc12	0	0	-1.9	-3	0	-1.3	-3	-0.5	-7	1
CCN1CCN(CCCNC(=O)C2CCCN(c3nnc(-n4cccc4)s3)C2)CC1 (stereo not drawn)	-3	1	-6.5	10	12	2.5	-11	-0.3	-1	-5
CCc1ccc(NC(=O)c2ccc3c(c2)C(=O)N(CCOC)C3Nc2ccc(CC)cc2)cc1 (stereo not drawn)	-9	16	-1.2	6	-6	-0.9	-3	0.2	0	-1
O=C(Nc1cccc(-c2nc3cccnc3s2)c1)c1cccnc1Cl	-1	10	-1.9	-3	-4	1.6	-16	-0.9	-12	-2
Nc1ncnc2nc(-c3ccccc3)[nH]c12	/	6	-1.2	-8	2	-1.7	3	0.2	-2	4
COCCNc1cc(NCCOC)c([N+](=O)[O-])cc1[N+](=O)[O-]	3	5	12	-2	4	-0.1	-24	-0.1	1	1
